Compound activity: PubChem BioAssay, National Center for Advancing Translational Sciences (NCATS)
Tb PGK inh – inhibitors of T. brucei phosphoglycerate kinase. PGK/GAPDH coupled, Kinase-Glo luminescence, 60 min. Potency, µM (titrated, usually from 57.5 µM), for inactives: top-dose activity change, negative = inhibition, hits mostly inhibitors. hit rate 0.043% among 380,000. AID 602233; also: potency is read from the fitted curve at half-maximal effect; % is scaled to controls: 0 for no effect and ±100 for the full control effect; nearly all actives have a fitted effect of over 60% in size
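Recombinant glycosomal PGK reaction used 1,3-bisphosphoglycerate generated in-well by GAPDH (100nM final) in 100mM TEA pH 7.6, 5mM MgCl2, 0.01% Tween-20. After 60 minutes at room temperature, ATP was read by Kinase-Glo Plus luminescence end-point.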
JMJD2A Tudor – blocks the human JMJD2A Tudor domain. O75164. AlphaScreen JMJD2A-Tudor / H3K4me3 peptide binding. Potency, µM (doses to about 114 µM), inactives show top-dose activity change, negative = inhibition, actives largely listed as inhibitors. hit rate 4.4% among 390,000. AID 504339; also: potency is read from the fitted curve at half-maximal effect; % is scaled to controls: 0 for no effect and ±100 for the full control effect; nearly all actives have a fitted effect of over 50% in size
GLS inhibitor – blocks human kidney-isoform glutaminase activity; O94925; GLS enzymatic activity, qHTS titration; Potency, µM (top dose mostly 45.5 µM), without a hit: at the highest dose activity change, negative = inhibition, most hits filed as inhibitors; hit rate 0.21% among 410,000; also: potency is read from the fitted curve at half-maximal effect; % is scaled to controls: 0 for no effect and ±100 for the full control effect
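Enzyme dispensed in phosphate buffer (45 mM, pH 8.2, 0.02% Tween-20), compounds pinned in, then 1 mM L-glutamine solution and the glutamate oxidase–HRP–Amplex Red mix added; fluorescence read immediately and again after 30 min at room temperature.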
HP1b chromo inh – inhibitors of HP1-beta chromodomain binding to methylated histone tails | hit rate 0.56% among 390,000 | Potency, µM (titrated, usually from 114 µM), for inactives: top-dose activity change, negative = inhibition, usual class: inhibitors | AID 540317 | AlphaScreen HP1-beta / biotin-H3K9me3 peptide binding; also: potency is read from the fitted curve at half-maximal effect; nearly all actives have a fitted effect of over 70% in size; inactives centre near 23
Target sequence (P83916 whole entry, looked up): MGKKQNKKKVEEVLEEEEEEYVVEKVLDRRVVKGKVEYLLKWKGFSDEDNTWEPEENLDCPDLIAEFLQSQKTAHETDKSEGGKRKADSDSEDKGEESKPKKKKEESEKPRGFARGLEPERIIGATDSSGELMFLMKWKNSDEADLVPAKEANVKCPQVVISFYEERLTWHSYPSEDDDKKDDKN
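Compound inhibition of the preformed complex between 50 nM HP1-beta and 50 nM biotinylated H3K9me3 peptide was read by AlphaScreen. Buffer was PBS pH 7.4 with 0.01% Tween-20. Incubations ran 30 min at room temperature, with 10 ug/mL donor/acceptor beads.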
Pin1 inh – blocks the human prolyl isomerase Pin1. Potency, µM (highest dose often 115 µM), for inactives: top-dose activity, negative = inhibition, actives largely listed as inhibitors. Pin1 FP peptide displacement, HiFluor488, 10 min. Q13526. hit rate 0.009% among 390,000; active = well fitted inhibition curve with a large enough effect in the polarisation, with a control signal flat, not every such curve was filed as active; inconclusive = small, poorly fitted or top-dose-only effect, or effect the other way, or a change in a side signal; inactive = no such curve, though single readings can be large or run the other way; the % refers to the polarisation; also: potency is read from the fitted curve at half-maximal effect; % is scaled to controls: 0 for no effect and ±100 for the full control effect
Target sequence (Q13526 whole entry, looked up): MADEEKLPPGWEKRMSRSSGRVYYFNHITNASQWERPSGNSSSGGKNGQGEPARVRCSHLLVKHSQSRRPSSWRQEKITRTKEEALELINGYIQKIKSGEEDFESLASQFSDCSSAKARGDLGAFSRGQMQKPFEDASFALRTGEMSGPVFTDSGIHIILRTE
Pol eta inh – inhibitors of human DNA polymerase eta. Potency, µM (highest dose often 114 µM), inactives show at the top dose activity change, negative = inhibition, most hits filed as inhibitors. hit rate 1.2% among 390,000. recombinant Pol eta, fluorescent DNA replication assay. AID 588591; also: potency is read from the fitted curve at half-maximal effect; % is scaled to controls: 0 for no effect and ±100 for the full control effect
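Pol eta at 10 nM preincubated with compounds 15 min at room temperature; reaction started with fluorescent substrate (50 nM final) and read kinetically at 0 and 10 min.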
PI4K2A block – blocks human PI4K2A kinase activity | AID 1346378 | hit rate 0.13% among 420,000 | purified PI4K2A, ADP-Glo luminescence, 1 h; active compounds read low | activity change, negative = inhibition, % at 76.9 µM | Q9BTU6; in the data active = activity change below about -50%; inconclusive = mostly about -30% to -49%;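 also: -100% = wells without enzyme as full effect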
Target sequence (Q9BTU6 whole entry, looked up): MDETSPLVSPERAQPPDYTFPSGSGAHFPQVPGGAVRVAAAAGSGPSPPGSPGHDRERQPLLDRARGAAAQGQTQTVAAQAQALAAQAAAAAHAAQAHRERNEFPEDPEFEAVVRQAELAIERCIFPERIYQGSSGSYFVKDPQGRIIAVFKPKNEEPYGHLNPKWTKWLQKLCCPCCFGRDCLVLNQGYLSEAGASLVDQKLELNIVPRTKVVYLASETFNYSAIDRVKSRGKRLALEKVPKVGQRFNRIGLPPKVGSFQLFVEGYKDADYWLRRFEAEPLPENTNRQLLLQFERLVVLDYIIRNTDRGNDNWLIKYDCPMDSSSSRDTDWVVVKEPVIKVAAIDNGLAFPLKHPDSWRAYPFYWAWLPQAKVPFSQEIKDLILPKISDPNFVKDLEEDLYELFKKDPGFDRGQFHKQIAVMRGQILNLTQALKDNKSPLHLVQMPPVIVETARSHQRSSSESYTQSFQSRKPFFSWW
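ADP-Glo luminescence measured ADP generated by PI4K2A enzyme (4 ug/mL before mixing) with 1.2 mM PI substrate (pre-mix) and 300 microM ATP (pre-mix). Tris pH7.5 buffer with MgCl2, Triton X-100; 1 h reaction at ambient temperature.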
BAZ2B inh – blocks human BAZ2B; Potency, µM (highest dose often 114 µM), inactives show at the top dose activity change, negative = inhibition, hits mostly inhibitors; hit rate 4.4% among 360,000; AlphaScreen BAZ2B-H3K14Ac peptide displacement; Q9UIF8; AID 504333; also: potency is read from the fitted curve at half-maximal effect; % is scaled to controls: 0 for no effect and ±100 for the full control effect; nearly all actives have a fitted effect of over 60% in size
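AlphaScreen displacement: compounds (up to 110uM) incubated 30 min at room temperature with a preformed 50 nM BAZ2B/50 nM biotinylated H3K14Ac peptide complex in PBS pH 7.4 with Tween-20. Donor and acceptor beads at 10 ug/mL final added, 20 min light-protected before reading.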
G9a inh – inhibitors of human histone lysine methyltransferase G9a. Q96KQ7. G9a H3K9 monomethylation, AlphaScreen, 2 h. Potency, µM (doses to about 102 µM), for inactives: at the top dose activity, negative = inhibition, hits mostly inhibitors. hit rate 8.8% among 350,000. AID 504332; also: potency is read from the fitted curve at half-maximal effect; % is scaled to controls: 0 for no effect and ±100 for the full control effect; nearly all actives have a fitted effect of over 75% in size
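Enzyme 20 nM + cpd, 15 min RT; add b-H3K9 pep 500 nM / SAM 20 uM; 2 h RT; anti-H3K9me1 Ab 0.5 ug/mL + SA donor / anti-rabbit acceptor beads 20 ug/mL each, 10 min; AlphaScreen read.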
* marks the source's active call; other numbers are inactive results; i = inactive; ? = inconclusive; / = no result given; [ ] = remark or other dose. Unless noted, calls follow the shape of the dose curve; as a rule, active = well fitted curve in the direction sought with a large enough effect; inconclusive = small, poorly fitted or top-dose-only effect, or another doubt; inactive = no such curve, though single readings can be large; an effect the other way counts as inactive or inconclusive.

1. COc1ccccc1NC(=O)C(=O)NCCCN1CCCC1=O
2. Cc1ccc(N2C(=O)[C@@H]3[C@H](C2=O)C2c4ccccc4C=CN2[C@@H]3C(=O)c2ccco2)cc1 (stereo not given in full)
3. O=C1OCC(c2ccc(Cl)s2)=C1c1ccccc1[N+](=O)[O-]
4. O=C(Cn1nc(-c2ccccc2)nc1-c1ccccc1)N1CCOCC1
5. CCOC(=O)c1ccc2c(c1)nc(SC/C(O)=C(\C#N)c1nc3ccccc3[nH]1)n2CC
6. O=[N+]([O-])c1ccc(S(=O)(=O)NCCc2cn3ccccc3n2)cc1

compound no.	1	2	3	4	5	6
Tb PGK inh	i	-2.5%	i	-6.7%	-1.1%	7.0%
JMJD2A Tudor	-6.2%	?	?	-12.6%	-29.0%	-14.1%
GLS inhibitor	2.7%	-13.4%	-0.4%	-8.4%	9.2%	3.7%
HP1b chromo inh	37.2%	?	-7.8%	53.1%[activator]	27.6%	26.5%
Pin1 inh	4.0%	?	5.9%	8.6%	?	-5.4%
Pol eta inh	-17.4%	?	-16.6%	-5.0%	?	-3.2%
PI4K2A block	7.2	-27.7	1.3	1.2	-2.1	-0.4
BAZ2B inh	1.4%	?	?	1.4%	-2.4%	-0.8%
G9a inh	?	3.16µM*	-17.4%	8.1%	50.1µM*	-10.4%

7. COCCCN1C(=O)c2ccc(C(=O)O)cc2C1=O
8. Cc1ccccc1/C=N/n1c(-c2cc(-c3ccccc3)n[nH]2)n[nH]c1=S
9. CC[C@@H]1C(=O)[C@H](Cc2ccccc2)[C@H]2CCCC(=O)N3CC[C@@H]1[C@@H]23
10. CCOc1ccc(CC(C(N)=O)C(N)=O)cc1CN(C)C
11. CS(=O)(=O)N1CCN(C(=S)NCc2ccc(F)cc2)CC1
12. O=C(O)c1ccc(/C=N/Nc2ccc(F)cc2F)cc1

compound no.	7	8	9	10	11	12
Tb PGK inh	-4.5%	-5.8%	-2.1%	-0.3%	-6.0%	-12.9%
JMJD2A Tudor	-18.6%	?	-7.6%	-7.5%	-16.9%	-29.4%
GLS inhibitor	-5.7%	-15.4%	-2.2%	6.1%	8.3%	?
HP1b chromo inh	28.6%	39.4%[activator]	40.8%[activator]	18.3%	10.6%	5.9%
Pin1 inh	8.3%	39.1%[activator]	-5.7%	2.8%	-10.9%	-4.1%
Pol eta inh	5.7%	-2.1%	3.7%	-12.1%	-8.3%	-11.8%
PI4K2A block	-6.2	-0.1	1.0	-2.9	2.9	-19.6
BAZ2B inh	3.1%	-0.3%	/	-0.7%[57.1 µM]	10.7%	-21.9%
G9a inh	14.2%[12.7 µM]	?	/	20.6%	18.7%[59 µM]	35.5µM*

13. C=CCN=C(NC#N)SCC(=O)NC(C)(C)C
14. CCCCCc1n[nH]c2c1CCCC2
15. COc1ccc(NC(=O)c2cc([N+](=O)[O-])ccc2NC(=O)CNC2CCCCC2C)c(OC)c1 (stereo not given)
16. CN(C)C(=O)N1CCCC(C(=O)NCc2ccccc2)C1 (stereo not given)
17. Cc1c(NC(=O)C(C)OC(=O)c2ccc(Br)o2)c(=O)n(-c2ccccc2)n1C (stereo not given)
18. Cc1cc(C(=O)NCCCN2CC(C)CC(C)C2)n(-c2ccccc2)n1 (stereo not given)

compound no.	13	14	15	16	17	18
Tb PGK inh	3.4%	-1.1%	-6.1%	-6.2%	-6.6%	-3.0%
JMJD2A Tudor	-7.2%	-19.3%	?	-4.7%	3.9%	-9.7%
GLS inhibitor	3.0%	-3.2%	-8.6%	2.0%	-7.0%	2.4%
HP1b chromo inh	17.2%	22.2%	-1.9%	12.4%	33.8%	29.4%
Pin1 inh	-7.4%	-2.7%	-0.4%	-3.4%	-4.4%	-7.0%
Pol eta inh	-12.3%	-10.6%	-6.5%	-5.5%	-19.9%	-13.2%
PI4K2A block	-5.2	6.4	1.5	0.0	-2.2	-1.4
BAZ2B inh	2.7%	-20.1%	?	-3.9%	-3.1%	2.0%
G9a inh	3.9%	9.8%	-24.2%	23.7%[12.7 µM]	7.6%	-15.7%

19. CCOC(=O)CCCc1c[nH]c2ccccc12
20. CSc1ccc(/C=N/NC(=O)CN2CCN(Cc3ccccc3Cl)CC2)cc1
21. Cn1cnnc1SCC(=O)NCCC(c1ccccc1)c1ccccc1
22. Cc1cc(C)cc(N)c1

compound no.	19	20	21	22
Tb PGK inh	-2.7%	-6.4%	-8.3%	-1.9%
JMJD2A Tudor	-20.1%	1.6%	1.7%	-20.0%
GLS inhibitor	18.1%	6.3%	-0.5%	26.5%
HP1b chromo inh	17.8%	12.6%	42.2%[activator]	23.3%
Pin1 inh	-2.6%	-3.4%	-12.8%	8.0%
Pol eta inh	-5.7%	-9.8%	-18.3%	5.8%
PI4K2A block	1.3	-4.6	1.4	0.4
BAZ2B inh	-31.6%[57.1 µM]	12.0%	-3.6%	0.7%
G9a inh	83.7%[activator][59 µM]	6.0%	-31.1%[59 µM]	2.0%[0.501 µM]

Gathered by group: the compounds so far containing a halogen
3. O=C1OCC(c2ccc(Cl)s2)=C1c1ccccc1[N+](=O)[O-]
11. CS(=O)(=O)N1CCN(C(=S)NCc2ccc(F)cc2)CC1
12. O=C(O)c1ccc(/C=N/Nc2ccc(F)cc2F)cc1
17. Cc1c(NC(=O)C(C)OC(=O)c2ccc(Br)o2)c(=O)n(-c2ccccc2)n1C (stereo not given)
20. CSc1ccc(/C=N/NC(=O)CN2CCN(Cc3ccccc3Cl)CC2)cc1

compound no.	3	11	12	17	20
Tb PGK inh	i	-6.0%	-12.9%	-6.6%	-6.4%
JMJD2A Tudor	?	-16.9%	-29.4%	3.9%	1.6%
GLS inhibitor	-0.4%	8.3%	?	-7.0%	6.3%
HP1b chromo inh	-7.8%	10.6%	5.9%	33.8%	12.6%
Pin1 inh	5.9%	-10.9%	-4.1%	-4.4%	-3.4%
Pol eta inh	-16.6%	-8.3%	-11.8%	-19.9%	-9.8%
PI4K2A block	1.3	2.9	-19.6	-2.2	-4.6
BAZ2B inh	?	10.7%	-21.9%	-3.1%	12.0%
G9a inh	-17.4%	18.7%[59 µM]	35.5µM*	7.6%	6.0%

An excerpt (hit frequency here may not be typical).
